# Screens as filed in PubChem BioAssay.
# SENP1 FRET inh: blocks the human SENP1 SUMO protease catalytic domain. Q9P0U3. recombinant SENP1 catalytic domain, CyPet-SUMO1-YPet FRET cleavage. inhibition, % at 10 µM. 360,000 tested, 0.21% active. AID 624204;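 active means inhibition at least 30% at 10 µM, raw YFP signal under a set limit, fluorescence ratio 0.5 to 1.5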;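 further: 0% = enzyme with DMSO and 100% = no enzyme wells; some results filed as inactive read as strong as hits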
#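 system = hSENP1 catalytic domain, recombinant | reagent = SFCypet-SUMO1-SFYpet substrate at 25 nM | doses = one dose per compound, 10 µM, 0.5% DMSO | incubation = enzyme reaction for 50 min at room temperature, dark | measured by = FRET, CFP and YFP emission | controls = no-enzyme low, enzyme-DMSO high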
# hIAP activ: human IAP activation; P09923; purified human IAP, CDP-Star luminescence, 30 min; stronger effect = higher value; 1 = vehicle-only enzyme, 0 = enzyme-free background; activation factor at 10 µM; 330,000 tested, 0.16% active; AID 2524;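 active means activation factor of the enzyme at least 2-fold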; further: the source names both 10 and 20 µM as test concentration; values of inactives mirror those of a sister screen read the other way
# Target sequence (P09923 whole entry, looked up): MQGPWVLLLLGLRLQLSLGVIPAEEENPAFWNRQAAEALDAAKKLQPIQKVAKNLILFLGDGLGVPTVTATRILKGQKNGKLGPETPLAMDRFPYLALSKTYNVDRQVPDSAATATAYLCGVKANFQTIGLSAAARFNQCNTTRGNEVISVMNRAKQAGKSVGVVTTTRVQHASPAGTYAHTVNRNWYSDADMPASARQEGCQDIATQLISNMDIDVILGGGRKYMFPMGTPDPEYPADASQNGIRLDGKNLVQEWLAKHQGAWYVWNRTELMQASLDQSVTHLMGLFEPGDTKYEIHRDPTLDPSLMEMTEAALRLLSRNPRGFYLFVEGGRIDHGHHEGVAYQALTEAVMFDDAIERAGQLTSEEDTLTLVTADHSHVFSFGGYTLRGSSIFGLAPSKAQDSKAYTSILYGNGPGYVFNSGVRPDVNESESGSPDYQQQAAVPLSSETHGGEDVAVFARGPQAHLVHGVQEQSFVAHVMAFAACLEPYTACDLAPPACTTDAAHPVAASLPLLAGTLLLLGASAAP
# SENP8 inh: SENP8 (human) protease inhibition | Q96LD8 | recombinant SENP8, Nedd8 substrate fluorescence | inhibition, % at 20 µM | 360,000 tested, 0.64% active; in the data active means inhibition mostly above about 40%, no sharp cut-off; inactive means mostly below about 27%
# MPTP inh: inhibitors of mitochondrial permeability transition pore. isolated mouse mitochondria, Ca2+ swelling absorbance, 30 min. inhibition, % at 10 µM. 360,000 tested, 1.4% active. AID 602449;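 active means inhibition of 50% or more, scaled per plate between neutral and stimulator controls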;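 further: 0% = DMSO wells given calcium and 100% = 1 mM EGTA wells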
# NR3A LBD binder: modulators (binders) of human NR3A ligand-binding domain; NR3A LBD differential scanning fluorimetry, Tm shift; 0% = protein alone, 100% = glycine-bound protein; Tm shift relative to glycine control, % at 25 µM; 340,000 tested, 2.5% active;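 active means melting temperature shift of at least 10% of the positive control shift, at one fixed dose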
# ATG4B inh: inhibitors of human ATG4B cysteine protease | Q9Y4P1 | ATG4B cleavage of LC3-PLA2, NBD-HPC fluorescence, 1 h | inhibition, % at 8.33 µM | 340,000 tested, 0.51% active; in the data active means inhibition above about 40%
# Target sequence (Q9Y4P1 whole entry, looked up): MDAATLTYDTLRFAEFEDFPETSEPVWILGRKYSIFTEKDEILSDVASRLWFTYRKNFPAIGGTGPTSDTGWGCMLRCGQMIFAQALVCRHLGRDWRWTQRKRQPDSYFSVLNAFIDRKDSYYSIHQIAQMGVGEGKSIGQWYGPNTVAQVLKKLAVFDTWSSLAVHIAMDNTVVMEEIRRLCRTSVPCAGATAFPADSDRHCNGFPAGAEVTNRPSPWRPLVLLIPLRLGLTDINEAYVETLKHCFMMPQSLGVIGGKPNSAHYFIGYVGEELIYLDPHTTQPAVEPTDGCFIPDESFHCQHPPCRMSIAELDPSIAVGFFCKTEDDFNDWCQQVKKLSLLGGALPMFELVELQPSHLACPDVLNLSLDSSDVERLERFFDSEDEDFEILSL
# PfGluPho inh: PfG6PD (Plasmodium falciparum) enzyme inhibition; PfGluPho enzyme, NADPH resazurin-diaphorase fluorescence; 350,000 tested, 0.78% active; AID 504690; inhibition, % at 20 µM;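 active means inhibition reaching at least a set limit at 20 µM in the primary screen, cut at about 59% in these data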;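 further: 0% = DMSO wells with substrate and 100% = DMSO wells lacking glucose-6-phosphate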
# SENP6 inh: blocks the human protease SENP6; Recombinant SENP6 catalytic domain, aminoluciferin luminescence; 330,000 tested, 1.8% active; Q9GZR1; inhibition, % at 10 µM;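 active means inhibition above about 50% at the single tested dose, limit read from the data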;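 further: plate controls were DMSO wells with enzyme for no effect and DMSO wells lacking enzyme for full effect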
# Active calls of the source: *; i = inactive; . = not tested or not shown. Compounds as they come; about 6.7% have a hit in one of these screens.
1) O=C(CCC(=O)N1CCSc2ccccc21)NCc1cccc(Br)c1
2) O=C(NCc1ccccn1)c1ccccc1OCc1ccc(F)cc1
3) O=C(NCc1nnc(SCC(=O)N2CCOCC2)o1)c1c(F)cccc1F
4) Cc1ccc(NC2=NC(=S)N(CC#N)C23CCCCC3)cc1
5) COCCNc1cnn(-c2ccccc2)c(=O)c1Cl
6) CCC(=O)N1CCc2cc(S(=O)(=O)NC(Cc3ccccc3)C(=O)O)ccc21 (configuration not stated)
Screen / compound no.	1	2	3	4	5	6
NR3A LBD binder	-2	0	-1	-1	-3	0
SENP1 FRET inh	2	-1	1	-1	0	1
hIAP activ	1	1	0.96	1	1.1	1
ATG4B inh	20	13	-2	-8	-2	-3
MPTP inh	-0.7	-0.1	0.6	-0.5	-0.9	-0.4
SENP6 inh	10	-12	9	-4	10	-10
SENP8 inh	9	10	4	14	7	5
PfGluPho inh	3	-6	-1	-3	-13	-13

7) Cc1cc(C(=O)NCC(=O)OCC(=O)N(C)C2CCCCC2)ccc1[N+](=O)[O-]
8) O=C(O)c1cc2cc(Cl)cc(Cl)c2oc1=O
9) O=C(CSCc1cnn(-c2ccccc2)c1-n1cccc1)N1CCN(Cc2ccccc2)CC1
10) COc1cc(C=C2C(=O)c3ccccc3C2=O)cc(OC)c1
11) CC(C)CCSc1nc(N2CCOCC2)c2c(c1C#N)CC(C)(C)OC2
12) CN(Cc1ccco1)S(=O)(=O)c1nnc(NC(=O)c2ccccc2)s1
Screen / compound no.	7	8	9	10	11	12
NR3A LBD binder	3	-4	-1	4	4	-1
SENP1 FRET inh	3	-2	0	1	0	-4
hIAP activ	1.1	1.1	0.74	1	0.96	1
ATG4B inh	-6	6	1	-3	-4	3
MPTP inh	-0.9	-2.0	14	2.3	1.4	-0.8
SENP6 inh	-9	-1	10	3	3	-1
SENP8 inh	5	-45	7	11	-24	-126
PfGluPho inh	6	-37	-16	12	16	58

13) S=c1[nH]c2ncccc2o1
14) O=C(Nc1ccccc1C(F)(F)F)N1CCCCCC1
15) COc1cccc(-c2nc(-c3ccccc3)no2)c1
16) CC(C)C(C(=O)Nc1ccc(S(=O)(=O)N2CCOCC2)cc1)N1C(=O)c2ccccc2C1=O (configuration not stated)
17) Cc1nc2scc(C)n2c(=O)c1S(=O)(=O)NC(C)c1ccccc1 (configuration not stated)
18) COc1ccc2cc(/C=N/NC(=O)c3c(Cl)cnn3C)c(Cl)nc2c1
Screen / compound no.	13	14	15	16	17	18
NR3A LBD binder	1	0	2	0	-1	-6
SENP1 FRET inh	1	0	-1	0	2	-61
hIAP activ	1.1	1	1	0.85	1	1.1
ATG4B inh	5	9	1	2	0	-3
MPTP inh	-1.5	-1.9	3.4	35	-1.0	0.7
SENP6 inh	-1	-6	95*	-13	5	2
SENP8 inh	5	19	22	33	-316	-283
PfGluPho inh	-8	2	-6	-2	-8	-5

19) CCCN1C(=O)c2ccccc2NC1c1ccc(O)c(OCC)c1 (configuration not stated)
20) COc1ccc(CN(C(=S)Nc2ccccc2)C2CC(=O)N(c3ccccc3)C2=O)cc1 (configuration not stated)
21) Cc1ccccc1C(=O)NC1CCN(Cc2nnnn2C2CCCC2)CC1
22) COc1ccc(OC)c(N(CC(=O)N2CCN(Cc3ccccc3)CC2)S(C)(=O)=O)c1
23) Cc1cc(OCC(=O)N(C(C)C)C(C)C)cc(C)c1Br
24) COc1ccc(CNC(=O)C(C)NCc2ccc(S(N)(=O)=O)cc2)cc1 (configuration not stated)
Screen / compound no.	19	20	21	22	23	24
NR3A LBD binder	0	37*	1	-1	-1	1
SENP1 FRET inh	0	0	-1	-1	0	0
hIAP activ	0.96	0.93	1.1	1.2	1	0.87
ATG4B inh	-2	-10	-3	-6	16	2
MPTP inh	0.2	1.6	-1.3	0.0	0.8	-0.7
SENP6 inh	7	-26	-13	5	17	-20
SENP8 inh	-277	19	25	-3	17	7
PfGluPho inh	4	6	-18	-1	16	-5

25) COC(=O)c1ccc(/C=C2\SC(=S)N(CCCC(=O)N3CCOCC3)C2=O)cc1
26) Cc1ccc(N/C=C/C(=O)c2sc(-c3ccccc3)nc2C)cc1
27) CN1CCN(c2nc3c(c(=O)[nH]c(=O)n3C)n2Cc2ccccc2F)CC1
28) Cc1ccc2c(c1)C(O)(c1c(C)[nH]c3ccccc13)C(=O)N2 (configuration not stated)
29) Cn1cnc2c1c(=O)n(Cc1cccc(F)c1)c(=O)n2C
30) Cc1onc(-c2ccccc2)c1C(=O)Nc1sc2c(c1C(N)=O)CCC2
Screen / compound no.	25	26	27	28	29	30
NR3A LBD binder	-2	-1	0	-6	-2	-6
SENP1 FRET inh	0	-17	1	1	0	-26
hIAP activ	.	1.1	1.2	.	1.1	1.1
ATG4B inh	8	-2	-3	-17	0	-3
MPTP inh	-0.9	-0.2	1.3	0.0	0.1	1.3
SENP6 inh	.	4	18	.	2	-22
SENP8 inh	2	-12	17	38	9	-80
PfGluPho inh	-10	4	3	17	-5	13

31) Cn1c(=NC(=O)COc2ccccc2)sc2cccc(F)c21
32) CC1=NN(/C(=N\c2nnc(C)s2)Nc2ccccc2)[C@H](c2cccc3ccccc23)S1
33) C/C=C1\NC(=O)[C@H](CC(N)=O)N(C)C(=O)C([C@@H](C)O)NC(=O)C(CCCc2ccc(OC)cc2)NC(=O)[C@H](C(C)C)NC(=O)/C(=C\C)NC(=O)[C@H](O)[C@@H](C[C@@H](O)CCCCCCC)NC(=O)[C@H](C)NC(=O)CN(C)C(=O)[C@H](CCC(N)=O)NC1=O (some centres not stated)
34) Cc1c(C(=O)Nc2cccc(N(C)S(C)(=O)=O)c2)cccc1[N+](=O)[O-]
35) Cc1cc(C)cc(NS(=O)(=O)c2coc(C(N)=O)c2)c1
36) Cc1cc(F)ccc1NCc1ccc([N+](=O)[O-])cc1
Screen / compound no.	31	32	33	34	35	36
NR3A LBD binder	0	-9	-2	-1	-2	-2
SENP1 FRET inh	2	3	-28	1	1	1
hIAP activ	1.1	0.95	.	0.98	0.96	1
ATG4B inh	1	-19	-6	10	-2	1
MPTP inh	1.6	1.5	2.6	-2.1	1.5	0.5
SENP6 inh	-16	13	.	-3	5	-22
SENP8 inh	19	13	-5	2	14	15
PfGluPho inh	2	28	11	0	-15	23

37) O=C(Cc1ccccc1)N/N=C/C=C/c1ccccc1[N+](=O)[O-]
38) CCN(Cc1cc2ccccc2[nH]c1=O)C(=O)C1CCCCC1
39) C/C=C(\C)CN1CCN(c2ccc(C)cc2)CC1
40) COc1cc(/C=C/C(=O)OCC(=O)Nc2cc(S(=O)(=O)N3CCOCC3)ccc2Cl)cc(OC)c1OC
41) CC1Cc2ccccc2N1C(=O)CN1C(=O)C(=O)N(Cc2ccccc2)C1=O (configuration not stated)
42) CCCOn1c(-n2nc(C)cc2C)nc2ccccc2c1=O
Screen / compound no.	37	38	39	40	41	42
NR3A LBD binder	0	-1	-1	4	3	1
SENP1 FRET inh	2	1	0	3	-1	-78
hIAP activ	1.1	0.9	1.1	1	0.95	0.76
ATG4B inh	5	-9	8	-5	2	-13
MPTP inh	-0.4	-2.8	-0.8	-0.8	-1.4	-2.6
SENP6 inh	-25	-3	-10	-11	-12	-2
SENP8 inh	19	-53	17	i	8	9
PfGluPho inh	0	3	6	3	-9	-1

43) O=C(CSc1nnc(NC(=O)c2c(F)cccc2F)s1)Nc1ccccc1F
44) O=C(CSc1ccc(-c2ccco2)nn1)N1CCCCC1
45) COc1ccc(NC(=O)Nc2cccc3c2O[C@H](CN(C)C(=O)Nc2ccc(C(F)(F)F)cc2)[C@@H](C)CN([C@H](C)CO)C3=O)cc1
46) O=C(Cn1cc(C(=O)C(F)(F)F)c2cc(Br)ccc21)N1CCOCC1
47) COC(=O)[C@@H](NCc1ccc(OC)c(B(O)O)c1)C(C)C
48) O=C(COc1cccnc1[N+](=O)[O-])NC1CCS(=O)(=O)C1 (configuration not stated)
Screen / compound no.	43	44	45	46	47	48
NR3A LBD binder	-31	0	0	3	0	1
SENP1 FRET inh	0	0	2	1	0	1
hIAP activ	1.2	1	0.96	1	.	0.86
ATG4B inh	1	0	-9	2	-4	1
MPTP inh	0.7	-1.2	-0.3	-1.4	2.5	2.0
SENP6 inh	-14	-13	-13	2	.	-3
SENP8 inh	0	-11	8	29	7	14
PfGluPho inh	-26	11	11	-2	-6	-8

49) Cn1c(SCc2ccc(C#N)cc2)nnc1-c1ccccc1
50) O=C(CCc1nnc2ccc(NCc3ccco3)nn12)N1CCCCC1
51) CC(=O)N1CCN(C(=O)CC2OC(=O)c3ccccc32)CC1 (configuration not stated)
52) O=C1C2C3c4ccccc4C(c4ccccc43)C2c2nc3ccccc3n21 (configuration not stated)
53) O=c1c2ccccc2nc(N/N=C/c2ccccc2)n1O
54) COc1ccccc1NC(=O)CCNS(=O)(=O)c1ccc2c(c1)CCN2C(C)=O
Screen / compound no.	49	50	51	52	53	54
NR3A LBD binder	0	-1	-4	0	2	1
SENP1 FRET inh	-1	-9	5	4	-1	1
hIAP activ	1	1	0.81	1.1	1.2	0.87
ATG4B inh	-10	-2	3	6	-7	-3
MPTP inh	2.5	-2.5	1.2	0.3	-5.8	-0.7
SENP6 inh	2	-4	-13	-12	4	1
SENP8 inh	11	-2	23	14	2	2
PfGluPho inh	-1	13	-8	23	-11	8

55) CCn1c(C(C)NC(=O)Cc2ccccc2)nc2ccccc21 (configuration not stated)
56) COc1ccc(NC(=S)NCc2ccc3c(c2)OCO3)cc1
57) Cc1ccc(-c2c3c(=O)n(C)c(=O)n(C)c3cn2-n2cnnc2)cc1
58) Cc1ccc(S(=O)(=O)/N=C2/C=C(Sc3ncn[nH]3)C(=O)c3ccccc32)cc1
59) CC1CCCC(N2CCN(C(=O)c3cccc(F)c3)CC2)C1 (configuration not stated)
60) CCCCn1c(-c2cccnc2)nc2cc3[nH]c(=O)c(C(C)C)nc3cc21
61) CCOC(=O)CN1CC23C=CC(O2)C(C(=O)Nc2ccc(F)c(C)c2)C3C1=O (configuration not stated)
62) CC(C)CN(C(=O)c1ccc(Br)o1)C1CCS(=O)(=O)C1 (configuration not stated)
63) CCCCN(C(=O)c1ccc(Cl)cc1)C1CC2CCC(C1)N2C (configuration not stated)
Screen / compound no.	55	56	57	58	59	60	61	62	63
NR3A LBD binder	0	-1	-1	-62	2	-1	1	0	-1
SENP1 FRET inh	-2	-1	18	5	1	-50	2	1	2
hIAP activ	1.1	0.95	0.98	.	1.3	1.1	1.2	1	0.83
ATG4B inh	6	0	4	35	-4	-10	-13	3	-1
MPTP inh	-0.6	-0.3	0.5	8.9	-1.0	0.8	-1.1	1.3	-0.7
SENP6 inh	-8	6	-14	.	-6	-7	-8	-1	-1
SENP8 inh	18	22	13	-12	12	-491	20	4	16
PfGluPho inh	7	-10	-5	120*	-6	13	-2	-16	2

# An excerpt from above in order of number of heavy atoms, low to high.
62) CC(C)CN(C(=O)c1ccc(Br)o1)C1CCS(=O)(=O)C1 (configuration not stated)
53) O=c1c2ccccc2nc(N/N=C/c2ccccc2)n1O
59) CC1CCCC(N2CCN(C(=O)c3cccc(F)c3)CC2)C1 (configuration not stated)
55) CCn1c(C(C)NC(=O)Cc2ccccc2)nc2ccccc21 (configuration not stated)
57) Cc1ccc(-c2c3c(=O)n(C)c(=O)n(C)c3cn2-n2cnnc2)cc1
60) CCCCn1c(-c2cccnc2)nc2cc3[nH]c(=O)c(C(C)C)nc3cc21
58) Cc1ccc(S(=O)(=O)/N=C2/C=C(Sc3ncn[nH]3)C(=O)c3ccccc32)cc1
54) COc1ccccc1NC(=O)CCNS(=O)(=O)c1ccc2c(c1)CCN2C(C)=O
Screen / compound no.	62	53	59	55	57	60	58	54
NR3A LBD binder	0	2	2	0	-1	-1	-62	1
SENP1 FRET inh	1	-1	1	-2	18	-50	5	1
hIAP activ	1	1.2	1.3	1.1	0.98	1.1	.	0.87
ATG4B inh	3	-7	-4	6	4	-10	35	-3
MPTP inh	1.3	-5.8	-1.0	-0.6	0.5	0.8	8.9	-0.7
SENP6 inh	-1	4	-6	-8	-14	-7	.	1
SENP8 inh	4	2	12	18	13	-491	-12	2
PfGluPho inh	-16	-11	-6	7	-5	13	120*	8
